Screening data: PubChem, The Scripps Research Institute Molecular Screening Center
phage Ecoli inh = growth loss of phage-infected E. coli, primary screen, RecBCD inhibitor project, absorbance, with phage, HTS | 360,000 tested, 0.26% active | inhibition, % at 11.9 µM | AID 651602, 2012; in the data active means inhibition above about 11%
AddAB inh = growth inhibition of E. coli expressing H. pylori AddAB, primary screen, AddAB inhibitor project, absorbance; inhibition, % at 11.9 µM; 330,000 tested, 0.29% active; AID 435030, 2010; in the data active means inhibition above about 12%;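 further: 0% = vehicle wells of infected cells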
DAGLB inh = DAGLB lipase inhibitors, primary screen, biochemical, fluorescence, HTS | 340,000 tested, 0.059% active | inhibition, % at 5.17 µM | HEK293T DAGLB membrane lysate, EnzChek fluorogenic substrate | Diacylglycerol lipase-beta (Homo sapiens), Q8NCG7; in the data active means inhibition above about 34%;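 further: 0% = enzyme with vehicle and 100% = wells lacking enzyme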
Target sequence (Q8NCG7 whole entry, looked up): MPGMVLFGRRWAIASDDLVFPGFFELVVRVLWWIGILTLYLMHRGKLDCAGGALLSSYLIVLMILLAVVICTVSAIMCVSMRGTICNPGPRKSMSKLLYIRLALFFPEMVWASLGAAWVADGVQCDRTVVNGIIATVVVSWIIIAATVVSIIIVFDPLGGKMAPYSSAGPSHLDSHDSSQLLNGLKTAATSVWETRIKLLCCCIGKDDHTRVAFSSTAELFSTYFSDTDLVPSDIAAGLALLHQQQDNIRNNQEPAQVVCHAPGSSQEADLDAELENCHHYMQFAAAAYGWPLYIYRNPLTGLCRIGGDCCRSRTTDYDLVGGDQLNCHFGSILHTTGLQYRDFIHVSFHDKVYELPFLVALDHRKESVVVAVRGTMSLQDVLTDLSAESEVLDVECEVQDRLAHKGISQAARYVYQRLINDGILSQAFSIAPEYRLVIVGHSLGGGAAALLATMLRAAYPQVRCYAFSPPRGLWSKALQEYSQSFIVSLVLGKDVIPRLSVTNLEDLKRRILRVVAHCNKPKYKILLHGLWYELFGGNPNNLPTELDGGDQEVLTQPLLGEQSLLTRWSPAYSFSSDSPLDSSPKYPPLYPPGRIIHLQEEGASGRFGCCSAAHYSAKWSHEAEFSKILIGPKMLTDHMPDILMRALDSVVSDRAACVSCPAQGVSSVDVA
Ecoli viability = E. coli V3065 growth inhibition, primary screen, counter-screen for AddAB inhibitor project, absorbance, OD600; 18 h; inhibition, % at 11.9 µM; 330,000 tested, 0.27% active; AID 449728, 2010;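 active means inhibition above the campaign's mean inhibition across all tested compounds plus 3 SD, cut at about 9.9% in these data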;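 further: uninfected addAB+ strain grown without phage in ampicillin broth; 0% = DMSO wells and 100% = ciprofloxacin 0.95 µg/ml wells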
The depositor's hits bear a star; . = no result given. An excerpt; rates above refer to the full screens.

The line under a structure holds: phage Ecoli inh	AddAB inh	DAGLB inh	Ecoli viability
1: Nc1ccccc1SC(CC(=O)c1ccccc1)c1ccccc1 (stereo unspecified)
  .	.	-11.3	.
2: CN1OC[C@@H]2CN[C@H](c3ccc(-c4cc5ccccc5o4)cc3)C[C@@H]21
  .	.	2.5	.
3: c1csc(CNc2nc(Oc3ccncc3)c3sccc3n2)c1
  2.1	.	.	.
4: COC(=O)c1c(NC(=O)CN2CCC(C)CC2)c2c(C)cccc2n1C
  2.5	.	.	.
5: CCC1CC(C(=O)O)CC(=O)N1 (stereo unspecified)
  4.2	.	.	.
6: CC(C)C(C=Cc1ccccc1)=NNS(=O)(=O)c1ccccc1
  1.8	.	.	.
7: CN(C(=O)c1c(Br)cnn1C)C12CC3CC(CC(C3)C1)C2
  2.1	.	.	.
8: COc1ccc(CN2C[C@@H](CO)O[C@@H](n3cnc4c(NCc5ccc(F)cc5)ncnc43)C2)cc1
  2.9	.	.	.
9: CC1(C(=O)NS(=O)(=O)c2ccc3ccccc3c2)CCN1C(=O)CC1CCCCC1 (stereo unspecified)
  2.1	.	.	.
10: O=C(Cc1cccs1)Nc1nnc(Cc2ccc(F)cc2)s1
  2.5	.	.	.
11: COc1ccc(NC(=O)C2Cc3c(-c4cccc(C(N)=O)c4)ccnc3O2)cc1 (stereo unspecified)
  2.1	.	.	.
12: CC(=NNC1=NCCN1)c1cn(C2=NCCN2)nc1C
  3.5	.	.	.
13: COc1ccccc1C(=O)Nc1cccc(-c2cn3ccsc3n2)c1
  1.3	.	.	.
14: OC[C@@H]1CN(Cc2ccc(Cl)cc2)C[C@H](n2cnc3c(N4CCOCC4)ncnc32)O1
  0.5	.	.	.
15: COc1cccc(Cn2c(NCc3ccccn3)nc3c2c(=O)n(C)c(=O)n3C)c1
  2.3	.	.	.
16: COc1ccc(Cc2nnc(NC(=O)CSc3ccc(Cl)cc3)s2)cc1OC
  -0.9	.	.	.
17: CC1(C(=O)NCc2ccccc2Br)CCN1Cc1ccc(-c2ccccn2)cc1 (stereo unspecified)
  3.0	.	.	.
18: OCc1ccccc1-c1nc(NCC2CC2)nc2ccsc12
  2.5	.	.	.
19: CNc1cncc(-c2cc(OC)c(OC)c(OC)c2)n1
  1.4	.	.	.
20: COc1ccccc1-c1c(NC(=O)c2ccco2)n(-c2ccccc2)nc(C)c1=O
  2.3	.	.	.
21: CC1(Cc2ccc(F)cc2)C(=O)Nc2ccc(-c3cccnc3)cc21 (stereo unspecified)
  1.9	.	.	.
22: CCN(CC)C(=O)c1csc([C@@H]2O[C@H](CO)[C@H](O)[C@H](O)[C@H]2O)n1
  5.0	.	.	.
23: COc1cccc(-c2cc(C(=O)Nc3ccc4c(c3)OCCO4)c3ccccc3n2)c1
  3.3	.	.	.
24: CCCCN(C=O)c1c(CC)nc2c(OCc3ccccc3C(=O)OC)cccn12
  0.0	.	.	.
25: OCCNc1ncnc2c1ncn2[C@H]1CN(C2CCCC2)C[C@@H](CO)O1
  3.4	.	.	.
26: CN(C)c1ccc(CNC(=O)C2(C)Cc3c(-c4cccc(C(N)=O)c4)ccnc3O2)cc1 (stereo unspecified)
  -1.1	.	.	.
27: CCc1nc2c(OCc3ccc(Cl)cc3Cl)cccn2c1N(C)C(=O)CC(C)C
  1.1	.	.	.
28: CCOC(=O)c1c(N)c(C#N)nn1-c1ccccc1C(=O)OC
  0.4	.	.	.
29: Nc1ccn(C2OC(CO)C(O)C2F)c(=O)n1 (stereo unspecified)
  2.6	.	.	.
30: Cc1cc2ncn(/N=C/c3cc(Br)ccc3O)c2cc1C
  2.3	.	.	.
31: CNc1ncnc2c1ncn2[C@H]1CN(Cc2ccncc2)C[C@@H](CO)O1
  5.4	.	.	.
32: CCOC(=O)C1CCCN(C(=O)c2cc(C#N)cs2)CC1 (stereo unspecified)
  3.7	.	.	.
33: Cc1ccccc1-c1nc(NCC2CC2)nc2ccsc12
  3.8	.	.	.
34: COc1ccc(CN2C[C@@H](CO)O[C@@H](n3cnc4c(NC5CCC5)ncnc43)C2)cc1
  0.8	.	.	.
35: COc1cc(CNc2ncnc3c2ncn3[C@H]2CN(Cc3ccc(C(=O)O)cc3)C[C@@H](CO)O2)cc(OC)c1OC
  3.1	.	.	.
36: CC1=C(C(=O)N(C(C)C)C(C)C)CC(CC(=O)NC2CC2)C(=O)N1Cc1ccc(C(C)(C)C)cc1 (stereo unspecified)
  1.9	.	.	.
37: Cc1ccc2c(COn3nnc4ccc(S(=O)(=O)N(C)C)cc43)cc(=O)oc2c1C
  2.5	.	.	.
38: COc1cccc(NC(=O)C2(C)CCCN2C(=O)C(C)C)c1 (stereo unspecified)
  4.5	.	.	.
39: C(=C\c1ccc2nncn2c1)/c1ccccc1
  6.0	.	.	.
40: COCCN1C[C@@H](CO)O[C@@H](n2cnc3c(N4CCOCC4)ncnc32)C1
  2.1	.	.	.

Reprinted at random: 7 records from the list.
The line under a structure holds: phage Ecoli inh	AddAB inh	DAGLB inh	Ecoli viability
39: C(=C\c1ccc2nncn2c1)/c1ccccc1
  6.0	.	.	.
37: Cc1ccc2c(COn3nnc4ccc(S(=O)(=O)N(C)C)cc43)cc(=O)oc2c1C
  2.5	.	.	.
28: CCOC(=O)c1c(N)c(C#N)nn1-c1ccccc1C(=O)OC
  0.4	.	.	.
31: CNc1ncnc2c1ncn2[C@H]1CN(Cc2ccncc2)C[C@@H](CO)O1
  5.4	.	.	.
30: Cc1cc2ncn(/N=C/c3cc(Br)ccc3O)c2cc1C
  2.3	.	.	.
34: COc1ccc(CN2C[C@@H](CO)O[C@@H](n3cnc4c(NC5CCC5)ncnc43)C2)cc1
  0.8	.	.	.
21: CC1(Cc2ccc(F)cc2)C(=O)Nc2ccc(-c3cccnc3)cc21 (stereo unspecified)
  1.9	.	.	.

Later entries:
The line under a structure holds: phage Ecoli inh	AddAB inh	DAGLB inh	Ecoli viability
41: CC(C)CNc1ncnc2c1ncn2[C@H]1CN(Cc2ccncc2)C[C@@H](CO)O1
  -1.1	.	.	.
42: COc1cc(C=C(OC(C)=O)c2ccc3c(c2)OCO3)cc(OC)c1OC
  1.3	.	.	.
43: COCCNC(=O)C1CCCN(C(=O)c2nc3ccccc3s2)CC1 (stereo unspecified)
  5.8	.	.	.
44: O=C(Nc1cccc(Cl)c1)c1ccc2sc([C@@H]3O[C@H](CO)[C@H](O)[C@H](O)[C@H]3O)nc2c1
  2.7	.	.	.
45: CCOC(=O)c1c2ccc(OCC(=O)N/N=C/c3ccc(Cl)cc3)cc2n2ccccc12
  1.2	.	.	.
46: CC1(C(=O)NS(=O)(=O)C2CC2)CCN(C(=O)c2ccc(F)cc2Cl)C1 (stereo unspecified)
  3.7	.	.	.
47: CC(C)=CCn1c2ccc(NC(=S)NC3CC3)cc2c(=O)n1C
  10.2	.	.	.
48: CC(=O)Nc1ccc(NC(=O)Cn2cc3c(n2)CCC(C)C3)cc1 (stereo unspecified)
  2.0	.	.	.
49: O=C(CSC1=NC(=O)C(Cc2ccccc2)C(=O)N1)Nc1ncccn1 (stereo unspecified)
  0.9	.	.	.
50: CC(=O)OC[C@@H]1CN(Cc2ccccc2)C[C@H](n2cnc3c(NC4CC4)ncnc32)O1
  3.4	.	.	.
51: COc1cccc(Cn2c(C3CC3)nc3ccc(NC(=O)c4ccco4)cc3c2=O)c1
  1.2	.	.	.
52: c1ccc(CC(Nc2cccnc2)c2ccccc2)cc1 (stereo unspecified)
  0.7	.	.	.
53: COCc1cccc(-c2csc(C(O)c3ccc(F)cc3)n2)c1 (stereo unspecified)
  5.2	.	.	.
54: COc1ccc(-c2ccc(-c3noc(-c4ccc(OC)c(OC)c4)n3)c(OC)n2)cc1
  1.0	.	.	.
55: COCCCN1C(=O)C(CC(=O)NCc2cccs2)CC(C(=O)N2CCCCCC2)=C1C (stereo unspecified)
  -0.2	.	.	.
56: COc1cc2cc(OC(C)=O)c3cc4c(cc3c2c(OC)c1OC)OCO4
  -0.5	.	.	.
57: Cc1ccc(NS(=O)(=O)c2cccc(C(=O)Nc3c(C)n(C)n(-c4ccccc4)c3=O)c2)cc1
  .	2.2	.	0.0
58: C/C(=C1/C(=O)N(c2ccc([N+](=O)[O-])cc2)N=C1c1ccccc1)N(C)C
  .	-2.3	.	-4.3
59: O=c1ccc2ccc(Oc3ccc([N+](=O)[O-])cc3[N+](=O)[O-])cc2o1
  .	1.6	.	-1.0
60: O=C(O)CCC1c2cc3c4cc2OC2Oc5cc6c(cc51)C(CCC(=O)O)c1cc5c7cc1OC(O6)c1cc6cc(c1)Oc1cc(cc(C(=O)O)c1)Oc1cc8cc(c1)C(Oc1cc(c(cc1C5CCC(=O)O)C3CCC(=O)O)OC(O4)c1cc(cc(c1)Oc1cc(cc(C(=O)O)c1)O8)Oc1cc(cc(C(=O)O)c1)Oc1cc(cc2c1)Oc1cc(cc(C(=O)O)c1)O6)O7 (stereo unspecified)
  .	0.4	.	-5.4
61: C/C(=N\NC(=O)c1ccc(NS(=O)(=O)c2cccs2)cc1)c1ccccn1
  .	4.0	.	-1.6
62: Cc1cc2oc(=O)c(CC(=O)NCCCN(C)C)c(C)c2c2occ(C(C)(C)C)c12
  .	-0.7	.	-2.3
63: NC[C@@H]1O[C@H](O[C@H]2[C@@H](O)[C@H](O[C@@H]3[C@@H](O)[C@H](N)C[C@H](N)[C@H]3O[C@H]3O[C@H](CO)[C@@H](O)[C@H](O)[C@H]3N)O[C@@H]2CO)[C@H](N)[C@@H](O)[C@@H]1O
  .	-0.9	.	0.4
64: COC(=O)c1ccc(C2c3c(oc4cc(C)c(C)cc4c3=O)C(=O)N2CCCN(C)C)cc1 (stereo unspecified)
  .	1.4	.	-1.0
65: CCO[C@H]1OC(C(N)=O)=C[C@@H](C2CC2)[C@@H]1CCCO
  .	-0.9	.	1.6
66: COc1ccc(Cn2c(C3CCCCC3)nc3c(c(=O)c4ccccc4n3C)c2=O)cc1
  .	5.7	.	1.2
67: CCN(CC)CCNC(=O)C(=O)NCC1OCCN1C(=O)c1ccc2c(c1)OCO2 (stereo unspecified)
  .	-0.3	.	1.2
68: CC(C)=CCC/C(C)=C/CCC(C)NCCN1CCNCC1 (stereo unspecified)
  .	0.8	.	-3.7
69: C#CCOCCOCCOCCNc1nc(N2CCN(C(=O)C(Cc3ccc(O)cc3)n3cc(C(N)CC(C)C)nn3)CC2)nc(N2CCN(C(=O)C(Cc3cc4ccccc4[nH]3)n3cc(C(N)Cc4ccc(O)cc4)nn3)CC2)n1 (stereo unspecified)
  .	1.2	.	-1.6
70: Cc1ccc(NC(=O)Cc2ccccc2)c(C)c1
  .	3.6	.	-0.5
71: CC1(C)N=C(N)N=C(N)N1c1ccc(C(=O)O)cc1
  .	0.7	.	-0.1
72: O=C(NCCN1C(=O)S/C(=C\c2cccs2)C1=O)c1ccc(=O)[nH]c1
  .	-0.9	.	0.0
73: COc1cc(/C=C2/C(=N)N3C(=NC2=O)SN=C3S(C)(=O)=O)ccc1OS(=O)(=O)c1ccccc1
  .	-0.8	.	-0.9
74: O=C(OCn1ncc(Br)c(Br)c1=O)c1c(F)cccc1F
  .	0.9	.	0.6
75: CN(C)c1ccc(CNCCC2CCOC(C)(C)C2)cc1 (stereo unspecified)
  .	-0.2	.	-2.6
76: O=C(NC1CCCCC1)c1ccc(Cl)c(NC(=O)c2ccccc2F)c1
  .	0.3	.	-0.5
77: COC(=O)CCCC1=CC2=CC(=O)C(C)(OC(=O)c3cccs3)C(=O)C2=CO1 (stereo unspecified)
  .	0.9	.	-2.2
78: COc1ccc(/C=N/n2cnc3c([nH]c4ccccc43)c2=O)cc1COc1ccccn1
  .	1.8	.	2.1
79: CC1(C)CC(=O)C2=C(C1)OC1=C(C(=O)CC(C)(C)C1)C2(C)C
  .	0.6	.	0.3
80: CCCCNc1ccc(S(N)(=O)=O)cc1[N+](=O)[O-]
  .	3.7	.	-0.6
81: C/C(N)=C(/C#N)C(=O)COC(=O)c1cc(-c2ccccc2)nc2ccc(Br)cc12
  .	-0.1	.	-0.1
82: Cc1cccc(C)c1NC(=O)C(C)N (stereo unspecified)
  .	3.8	.	1.3
83: CCC(=O)N1C(=O)C2(Nc3ccccc3N2)c2ccccc21
  .	1.0	.	1.3
84: Cc1ccc(C(=O)CCC(=O)O)cc1
  .	1.2	.	1.2
85: CC1(OC(=O)c2ccc(Cl)nc2)C(=O)C=C2C=C(c3ccc(C#N)cc3)OC=C2C1=O (stereo unspecified)
  .	4.2	.	-1.2

Of the compounds above, these contain an aryl thioether with sulfur outside any ring:
The line under a structure holds: phage Ecoli inh	AddAB inh	DAGLB inh	Ecoli viability
1: Nc1ccccc1SC(CC(=O)c1ccccc1)c1ccccc1 (stereo unspecified)
  .	.	-11.3	.
16: COc1ccc(Cc2nnc(NC(=O)CSc3ccc(Cl)cc3)s2)cc1OC
  -0.9	.	.	.
